# CXCR6 inh = CXCR6 receptor inhibitors, primary screen, cell-based, beta-arrestin, luminescence, CHO-K1 PathHunter, 1536-well | AID 602244, 2012 | hit rate 0.36% among 360,000 | inhibition, % at 20 µM | C-X-C chemokine receptor type 6 (Homo sapiens), O00574; in the data active = inhibition above about 34%, passing the limit was not always enough;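 note: antagonist mode with CXCL16 agonist at 10 nM final; 0% = 10 nM CXCL16 with DMSO and 100% = unstimulated wells without agonist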
# Target sequence (O00574 whole entry, looked up): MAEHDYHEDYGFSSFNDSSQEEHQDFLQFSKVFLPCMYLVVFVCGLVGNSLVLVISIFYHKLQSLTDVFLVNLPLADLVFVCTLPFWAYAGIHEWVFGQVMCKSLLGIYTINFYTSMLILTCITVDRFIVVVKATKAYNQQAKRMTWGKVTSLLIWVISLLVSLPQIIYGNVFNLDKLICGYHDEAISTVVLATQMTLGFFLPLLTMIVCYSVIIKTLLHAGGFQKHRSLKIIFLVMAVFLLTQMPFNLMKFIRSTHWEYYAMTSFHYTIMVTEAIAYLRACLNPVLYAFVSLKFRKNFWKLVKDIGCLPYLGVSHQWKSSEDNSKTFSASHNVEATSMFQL
# EBI2 antag = EBI2 receptor antagonists, beta-arrestin recruitment, primary screen, cell-based, luminescence, 7a,25-OHC stimulation, uHTS; 7a,25-OHC stimulated; inhibition, % at 5 µM; hit rate 0.81% among 360,000; AID 651636, 2012; in the data active = inhibition above about 38%;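 note: enzyme fragment complementation signal reports receptor beta-arrestin coupling in cells; 0% = agonist plus DMSO wells and 100% = wells without agonist; some results beyond the cut were filed as inactive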
# Target sequence (P32249 whole entry, looked up, the tested form may be a part): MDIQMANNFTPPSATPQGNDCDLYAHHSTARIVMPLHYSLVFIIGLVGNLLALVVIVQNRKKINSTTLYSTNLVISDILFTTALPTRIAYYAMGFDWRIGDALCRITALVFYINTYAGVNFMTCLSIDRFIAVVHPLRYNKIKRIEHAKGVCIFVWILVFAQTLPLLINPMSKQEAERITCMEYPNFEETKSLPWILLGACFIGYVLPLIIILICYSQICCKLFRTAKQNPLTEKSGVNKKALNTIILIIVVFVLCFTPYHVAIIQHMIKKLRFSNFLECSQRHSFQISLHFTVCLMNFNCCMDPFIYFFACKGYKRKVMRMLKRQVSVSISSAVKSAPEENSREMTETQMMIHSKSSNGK
# Active calls of the source: *. The list is partial; count on the stated rates, not on these rows.
CXCR6 inh	EBI2 antag	Compound
-7	-11	CC(C)C[C@@H]1COc2cc(N3CCC[C@H]3CO)ccc2S(=O)(=O)N1
2	-4	CC1(C(=O)NS(=O)(=O)c2cccc(C#N)c2)CCN1C(=O)CC1CC1 (stereo not given)
0	-8	COc1cc(CNc2ncnc3c2ncn3[C@H]2CN(Cc3ccc(C(=O)O)cc3)C[C@@H](CO)O2)cc(OC)c1OC
-6	-6	CC1=C(C(=O)N(C(C)C)C(C)C)CC(CC(=O)NCCc2ccccn2)C(=O)N1CCCN1CCCC1=O (stereo not given)
3	-1	COc1cc2oc(=O)cc(CN3CCN(C(C)=O)CC3)c2cc1Cl
-1	-1	CC1=C(C(=O)N(C)C)CC(CC(=O)NCCN2CCOCC2)C(=O)N1Cc1ccccc1 (stereo not given)
0	7	CC1CCCC(C)N1C(=O)CN1C(=O)NC2(CCCCCC2)C1=O (stereo not given)
4	2	Cc1cc2cc3n(c2nn1)N=C(Cl)CC3
9	-16	CC1(C)CC(=O)C(CSC(=O)c2ccccc2)C(=O)C1
-2	1	CCc1nc2cc(NC(=O)C3(C)CCCN(C(C)=O)C3)ccc2o1 (stereo not given)
1	-4	COc1ccc(-c2oc3c(c2C(=O)OCCO)C(OCCCO)CCC3)cc1 (stereo not given)
9	-11	O=C(NCc1cccc(F)c1)Nc1nnc([C@H]2C[C@H](O)[C@@H](CO)O2)s1
-9	16	CC1(C(=O)NCc2ccccc2Br)CCN1Cc1ccc(-c2ccccn2)cc1 (stereo not given)
-1	-7	CCNC(=O)C1(C)CCCN(C(=O)c2csc3ccccc23)C1 (stereo not given)
-11	-7	CC(C)(C)S(=O)N1Cc2cc(C(=O)NCc3ccc(Oc4ccccc4)cc3)nc(-c3cccc(-c4cc5ccccc5o4)c3)c2[C@@H]1CCO (stereo not given in full)
-8	-4	NC(=O)c1cccc(-c2csc(C(O)c3cccc(Cl)c3)n2)c1 (stereo not given)
-1	-1	O=C(CC[C@H]1O[C@@H](n2ccc(=O)[nH]c2=O)[C@H](O)[C@@H]1O)N1CCN(Cc2cccc3ccccc23)CC1
-1	6	CCOC(=O)C1(C)CCCCCN1C(=O)c1ccc(OC)c(C(F)(F)F)c1 (stereo not given)
1	-1	CC(C)Nc1ncnc2c1ncn2[C@H]1CN(Cc2cccs2)C[C@@H](CO)O1
-5	8	CCN(C1CCCCC1)S(=O)(=O)CCNC(=O)c1ccc(OC)cc1
-8	7	CCc1nc2c(OCc3ccc(C#N)cc3)cccn2c1N(C)C(=O)c1ccc(C)cc1
17	2	Cc1cccc(CCNC(=O)C2CC(O)CN2C(=O)Nc2ccccc2)c1 (stereo not given)
4	0	COc1ccccc1N(C)S(=O)(=O)c1ccc(C(=O)NCCCN2CCCC2=O)cc1
2	1	CC1(C(=O)NS(=O)(=O)c2cccc(C#N)c2)CCN1C(=O)CCC1CCCC1 (stereo not given)
-10	9	NC(c1csc(Nc2cc(Oc3ccccc3)ncn2)n1)C1CCCCC1 (stereo not given)
-1	3	CC(=O)Nc1cccc(-c2cc(NC=O)c3ncc(-c4ccc(C(C)=O)cc4)n3c2)c1
1	9	Cc1ccc2ccccc2c1NC(=O)CNCc1ccccc1
-14	40	CC(C)Oc1cc(F)ccc1-c1cc(C(=O)Nc2cccc(Cl)c2)[nH]n1
4	24	Cc1ccc(-c2nn(-c3ccccc3)cc2C(=O)Nc2cccc(S(=O)(=O)NC3=NCCC3)c2)cc1
-2	-18	Cc1ccc(C)c(OCc2cc(C(=O)N3CCN(C4CCCCC4)CC3)no2)c1
8	6	CCc1nc2ccc(C(=O)N(CC)CCN(C)C)cn2c1N(C)Cc1cccs1
-1	-11	OCCN1CCN(c2ncnc3c2ncn3[C@H]2CN(Cc3ccco3)C[C@@H](CO)O2)CC1
-2	4	COc1ccc(S(=O)(=O)N2CCN(C(=O)c3cccc(S(=O)(=O)N4CCCC4)c3)CC2)cc1
-1	-3	CCCNC(=O)C1(C)CCN(Cc2ccc(-n3ccnc3)cc2)C1 (stereo not given)
-8	3	CSc1ccc(CN2CCC(C)(Oc3cccc(C#N)c3)C2)cc1 (stereo not given)
-2	-4	Cc1ccc(Cc2c(-c3ccccc3)nc3cc(C)c(Br)c(C)n23)cc1
-4	-2	CCN(CC)CCN=c1c(C)nc(C#N)c(N)n1O
8	-1	CC1(C(=O)NS(=O)(=O)c2cccc(F)c2)CCN1C(=O)Cc1ccccc1 (stereo not given)
0	-3	CC1(C(=O)Nc2cccc(OC(F)(F)F)c2)Cc2c(-c3cccc(C(F)(F)F)c3)ccnc2O1 (stereo not given)
-5	-3	O=C(CC1CC1)Nc1ccc2c(c1)[C@@H]1C[C@H](CC(=O)NC3CCCC3)O[C@@H](CO)[C@@H]1O2
17	39	CC(C)C[C@H]1CN([C@@H](CC(C)C)CN2CCC[C@@H]2CN2C(=S)NC[C@@H]2Cc2ccc(O)cc2)C(=S)N1CC1CCCCC1
1	3	Cc1ccsc1-c1cc2nc(Nc3ccc(F)cc3)n(C)c(=O)c2s1
3	7	COc1ccc(-c2nc3cc(C)c(Br)c(C)n3c2Cc2ccsc2)cc1OC
-6	-3	COc1ccc(S(=O)(=O)N2CCOCC2)cc1C(=O)Nc1cccc(C(=O)NC2CC2)c1
6	-12	C[C@H]1CN([C@@H](C)CO)S(=O)(=O)c2ccc(Br)cc2O[C@@H]1CN(C)C(=O)CCN1CCCCC1
-3	-7	O=C(NCc1cccnc1)c1cc(C2CCCCN2C(=O)OCCF)on1 (stereo not given)
7	5	O=C(NCc1cccc(Cl)c1)C1Cc2c(-c3cccc(F)c3)ccnc2O1 (stereo not given)
-6	4	O=C(NCc1ccccc1)c1cc(C2COCCN2C(=O)c2ccccc2)on1 (stereo not given)
4	10	CC1=C(C(=O)N(C(C)C)C(C)C)CC(CC(=O)NCc2cccs2)C(=O)N1CCC1=CCCCC1 (stereo not given)
6	-10	CCCc1nc2ccc(Br)cn2c1Cc1ccccc1
4	7	CN1OC[C@@H]2CN(S(=O)(=O)c3cccc4ccccc34)[C@H](c3ccc(-c4ccccc4)cc3)C[C@@H]21
-3	-1	CCc1nc2ccc(C(=O)NCCN3CCNC3=O)cn2c1N(C)CCC(C)C
3	4	CCOC(=O)C1(C)CCCN1C(=O)c1c(F)cccc1F (stereo not given)
9	-4	CCCCNc1c(-c2ccccn2)nc2nc(C)cc(C)n12
4	8	O=C(NCc1ccc(F)cc1)c1cc(C2CCCCN2C(=O)CCc2ccccc2)on1 (stereo not given)
3	-5	CSc1ncnc2c1ncn2CCCN1CCN(C(=O)C2CC2)CC1
-3	-3	CCCNC(=O)N(C)C[C@@H]1Oc2cc(C#C[C@H](C)O)ccc2S(=O)(=O)N([C@H](C)CO)C[C@H]1C
2	-23	Cc1noc(C)c1-c1ccc(C(=O)NCC(C)C)c2occc12
-3	-8	CC(C)c1ccc(NC(=O)CN(C)C2=NS(=O)(=O)c3ccccc32)cc1
-5	0	CC(C)C(N)c1csc(Nc2ccc(C(F)(F)F)cn2)n1 (stereo not given)

# Profiles, quoted from the list. Order of screens: CXCR6 inh	EBI2 antag
# CC1=C(C(=O)N(C(C)C)C(C)C)CC(CC(=O)NCc2cccs2)C(=O)N1CCC1=CCCCC1 (stereo not given) across the screens: 4	10
# Cc1noc(C)c1-c1ccc(C(=O)NCC(C)C)c2occc12 across the screens: 2	-23

# More structures:
CXCR6 inh	EBI2 antag	Compound
4	-3	COc1ccc(CN2C(=O)C(CC(=O)NC3CCCC3)CC(C(=O)N(C)C)=C2C)cc1 (stereo not given)
3	-10	O=C(Nc1ccc(Cl)c(C(F)(F)F)c1)C1Cc2c(-c3ccccc3Oc3ccccc3)ccnc2O1 (stereo not given)
6	29	CCOC(=O)C1=CCN(S(=O)(=O)c2ccccc2C)C1c1cccc(F)c1 (stereo not given)
8	-4	CCCCN(C)C(=O)c1ccc(Nc2nc(C(N)COCc3ccccc3)cs2)nc1 (stereo not given)
-9	-16	CCN(CC)c1ccc(NC(=O)COC(=O)CCc2cc(OC)c(OC)c(OC)c2)cc1
10	-3	NC(CCc1ccccc1)c1csc(NC(=O)NCC2CCCCC2)n1 (stereo not given)
-3	8	COc1cc(NC(=O)c2ccc(-c3cnn(C)c3)c3ccoc23)cc(OC)c1OC
-11	6	FC(F)(F)c1cccc(-c2cc3nc(NCCCn4ccnc4)ccn3n2)c1
-14	6	OC(Cc1ccccc1Br)c1ncc(-c2ccc(Cl)cc2)[nH]1 (stereo not given)
-5	-2	CN1OC[C@@H]2CN(C(=O)c3cccc4ccccc34)[C@H](c3ccccc3Br)C[C@@H]21
-2	-2	Cc1cc(NC(=O)COC(=O)c2ccc(Cl)cc2)no1
17	-1	CN1CCN(C(=O)c2cccc(-c3cnc4cnc(-c5ccccc5Oc5ccccc5)cn34)c2)CC1
0	6	COc1ncc(-c2ccc(N3C(c4ccc([N+](=O)[O-])cc4)=Cc4ccccc4C3CC(C)=O)cc2)cn1 (stereo not given)
-5	-5	Cc1ccc(S(=O)(=O)N2C[C@H]3[C@H]4C(=O)N(Cc5ccccc5)C(=O)[C@H]4CC(=O)[C@H]3[C@@H]2c2ccccc2F)cc1
14	2	CC1=C(C(=O)Nc2ccc(C(=O)NCCCN3CCCCC3C)cc2)SCCO1 (stereo not given)
3	1	COCCCN1C(=O)C(CC(=O)NCc2cccs2)CC(C(=O)N2CCCCCC2)=C1C (stereo not given)
-16	6	Cc1cc(F)ccc1C(O)c1ncc(-c2ccccc2Cl)[nH]1 (stereo not given)
-1	3	O=C(c1ccco1)N1CCC2CC1c1c(Cl)cccc12 (stereo not given)
4	1	Cc1ccc(S(=O)(=O)N2CCC(=O)N([C@H](COCc3ccccc3)C(C)C)CC2)cc1
2	-8	COCCNC(=O)C1CCCN(C(=O)c2cncc(Br)c2)CC1 (stereo not given)
2	3	Cc1cnc(C(=O)N(c2ccc(N3CCOCC3)cc2)C2C(=O)Nc3ccccc3N=C2c2ccc3c(c2)OCO3)cn1 (stereo not given)
-7	-6	COC[C@H](NS(=O)(=O)c1ccc(Br)cc1F)[C@@H](O)c1ccccc1
2	-9	O=S1(=O)CCN(C2CCCCCC2)CC1
-4	3	Cc1ccc(C(=O)NCC(=O)Nc2ccccc2C)o1
-10	-9	CC1(C(=O)NS(=O)(=O)c2ccc(Br)cc2)CCN1C(=O)Cc1ccsc1 (stereo not given)
-3	-13	O=C(COC(=O)Cc1ccccc1F)NCc1ccccc1Cl
2	-4	O=C(Nc1ccc(Cl)cc1)c1csc([C@@H]2O[C@H](CO)[C@@H](O)[C@H]2O)n1
3	3	CC(C)CNC(=O)C1(C)CCCN1C(=O)c1cccnc1 (stereo not given)
-11	-19	Cc1ccccc1C(=O)N1CCC[C@H]1C(=O)N1CCC[C@H]1C(=O)NCc1ccccn1
0	0	CC1(C(=O)NS(=O)(=O)c2ccc(F)cc2F)CCN1C(=O)C/C=C/c1ccccc1 (stereo not given)

# As entered above:
# EBI2 antag with Cc1ccccc1C(=O)N1CCC[C@H]1C(=O)N1CCC[C@H]1C(=O)NCc1ccccn1 reads -19
# CXCR6 inh with COCCCN1C(=O)C(CC(=O)NCc2cccs2)CC(C(=O)N2CCCCCC2)=C1C (stereo not given) reads 3

# (cont.)
CXCR6 inh	EBI2 antag	Compound
3	1	C[C@@H]1CN([C@@H](C)CO)C(=O)c2cc(C#Cc3ccccc3)cnc2O[C@H]1CN(C)C(=O)c1ccccc1F
9	14	CCCCC[C@H](C)N1C[C@@H](COCc2ccccc2)Oc2cc(N3CCC[C@H]3CO)ccc2S1(=O)=O
-5	-3	CC(=O)c1c(C)[nH]c(C(=O)OC(C)C(=O)NC2CCCCC2)c1C (stereo not given)
-8	-4	CCOc1ccccc1C(=O)Nc1nnc(SCC(=O)N2CCCC2)s1
0	1	COc1ccccc1-c1cnc(C(O)c2cc(C)c(OC)c(C)c2)[nH]1 (stereo not given)
0	-1	C[C@@H]1CN([C@@H](C)CO)C(=O)c2cc(Br)cnc2O[C@H]1CN(C)Cc1cccnc1
5	13	CCOc1ccccc1NC(=O)CN(c1ccc(OC)c(OC)c1)S(=O)(=O)c1ccc(C)cc1
6	1	O=C(OCc1cn([C@@H]2CN(C(=O)C3CCCCC3)[C@@H](c3ccc(Cl)cc3)C[C@H]2O)nn1)c1ccccc1
-12	2	CCC(=O)N1CCCC(C)(C(=O)Nc2nccc3ccccc23)C1 (stereo not given)
7	4	CCOC(=O)C1=CC[C@@H](c2ccc(F)cc2)N(S(=O)(=O)c2ccc(C)cc2)[C@H]1c1ccccc1
-1	-12	CC[C@@H]1Cc2[nH][nH]c(=O)c2[C@H](CC(C)C)O1
2	-5	CN(CCCn1ccc(NC(=O)OCc2ccccc2)nc1=O)Cc1ccco1
1	-3	CC(C)C[C@H]1CNC(=O)C(=O)N1C[C@@H]1CCCN1C[C@H](CC(C)C)N1C[C@H](Cc2ccc(O)cc2)N(CCc2ccccc2)C(=O)C1=O
5	5	O=C(OCc1ccccc1)N1CCC2CC1c1ccc(Cl)cc12 (stereo not given)

# Five entries from above, arranged by the value under EBI2 antag, descending:
CXCR6 inh	EBI2 antag	Compound
5	13	CCOc1ccccc1NC(=O)CN(c1ccc(OC)c(OC)c1)S(=O)(=O)c1ccc(C)cc1
5	5	O=C(OCc1ccccc1)N1CCC2CC1c1ccc(Cl)cc12 (stereo not given)
7	4	CCOC(=O)C1=CC[C@@H](c2ccc(F)cc2)N(S(=O)(=O)c2ccc(C)cc2)[C@H]1c1ccccc1
-5	-3	CC(=O)c1c(C)[nH]c(C(=O)OC(C)C(=O)NC2CCCCC2)c1C (stereo not given)
-1	-12	CC[C@@H]1Cc2[nH][nH]c(=O)c2[C@H](CC(C)C)O1

# Screens (PubChem)
